# Apoferritin bind – binds horse apoferritin like a general anesthetic; apoferritin/1-aminoanthracene competitive binding, fluorescence; Potency, µM (titrated, usually from 77.5 µM), for the others: at the top dose activity change, negative = displacement, hits mostly inhibitors; actives 0.074% (n = 350,000); AID 485281; further: potency means the concentration at half of the fitted maximal effect; on the % scale 0 is the no-effect control and ±100 the full control effect; nearly all actives have a fitted effect of over 20% in size
# Target sequence (P02791 2-175 limits assumed): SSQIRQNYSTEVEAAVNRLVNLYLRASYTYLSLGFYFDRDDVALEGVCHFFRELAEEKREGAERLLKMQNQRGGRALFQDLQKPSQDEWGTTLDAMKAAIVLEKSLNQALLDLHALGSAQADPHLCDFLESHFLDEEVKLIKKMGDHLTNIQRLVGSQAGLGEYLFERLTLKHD
#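 Concentration-response curves derived by four-parameter Hill fitting of normalized fluorescence, where compounds displaced 1-AMA from 10 uM horse apoferritin following a brief 10 min room-temperature incubation; propofol titration acted as positive control.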
# ERG-DNA inh – inhibitors of human ERG Ets domain-DNA interaction. fluorescence polarization, His-ERG Ets domain / labelled DNA. Potency, µM (titrated, usually from 76.9 µM), without a hit: at the top dose FP activity, negative = inhibition, actives largely listed as inhibitors. actives 0.028% (n = 370,000); active means well fitted inhibition curve with a large enough effect in the polarisation, with a control signal flat; inconclusive means small, poorly fitted or top-dose-only effect, or effect the other way, or a change in a side signal; inactive means no such curve, though single readings can be large or run the other way; the % refers to the polarisation;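 further: polarization taken with two DNA probes labelled with fluorescein and Texas red; potency means the concentration at half of the fitted maximal effect; % of control where 0% means no effect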
#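 His-tagged ERG Ets domain (1 uM in the protein solution; 300mM KCl, 50mM Tris-HCl, 1mM EDTA, 1mM DTT, pH 7.5) received compound, then a probe mix of 5 nM fluorescein-DNA and 100nM Texas-615-DNA. Fluorescence polarization was read for both dyes.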
# POLB inh – DNA polymerase beta (human) inhibition; Potency, µM (top dose mostly 114 µM), without a hit: top-dose activity change, negative = inhibition, most hits filed as inhibitors; Pol beta primer extension/strand displacement, fluorescence kinetic; P06746; actives 1.3% (n = 340,000); further: potency means the concentration at half of the fitted maximal effect; on the % scale 0 is the no-effect control and ±100 the full control effect
#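 Enzyme-only controls used 10 nM Pol beta; buffer lacking enzyme served as negative control. Compound preincubated 15 min, then 50 nM substrate added; 0 and 10 min reads at room temperature.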
# LDHA block – inhibitors of human lactate dehydrogenase A. purified LDHA, NADH/diaphorase-resazurin fluorescence; stronger effect = lower value. P00338. actives 0.15% (n = 480,000). activity change, % (values are at about 110 or 230 µM); in the data active means activity change below about -30%; inconclusive means mostly about -25% to -30%;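 further: plate controls were DMSO wells for no effect and wells without enzyme for full effect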
#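 Human LDH5 (2 nM) was incubated with 0.06 mM NADH and 0.2 mM pyruvate for 5 min at room temperature in Tris pH 7.4. Remaining NADH was coupled through diaphorase/resazurin, and resorufin fluorescence was read at 0 and 20 min.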
# RGS4 inh – blocks human RGS4-accelerated GTP hydrolysis; Transcreener GDP fluorescence polarization, RGS4-accelerated GTP hydrolysis; Potency, µM (titrated, usually from 114 µM), for inactives: top-dose activity change, negative = inhibition, usual class: inhibitors; actives 0.039% (n = 390,000); further: potency means the concentration at half of the fitted maximal effect; on the % scale 0 is the no-effect control and ±100 the full control effect; nearly all actives have a fitted effect of over 75% in size; some results filed as inactive show a strong effect at the top dose
#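 MLSMR compounds (23 nl, pin-transferred) preincubated 10 min at room temperature with a 500nM (2x) first reagent, then RGS4 at 900nM (2x) plus Transcreener GDP mix added; fluorescence polarization (620/688 nm) read before and after 90 min at 30 °C.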
# POLH inh – inhibitors of human DNA polymerase eta; actives 1.2% (n = 390,000); recombinant Pol eta, fluorescent DNA replication assay; Potency, µM (series often up to 114 µM), for the others: top-dose activity change, negative = inhibition, actives largely listed as inhibitors; AID 588591; further: potency means the concentration at half of the fitted maximal effect; on the % scale 0 is the no-effect control and ±100 the full control effect
#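 Fluorescent replication assay: 50 nM final substrate added after a 15 min room-temperature compound preincubation with 10 nM enzyme. Signal taken at 0 min and again at 10 min.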
# 12-LOX inh – inhibitors of human 12S-lipoxygenase ALOX12. purified 12hLO, xylenol orange hydroperoxide absorbance. Potency, µM (series often up to 108 µM), for inactives: at the highest dose activity change, negative = inhibition, usual class: inhibitors. actives 1.1% (n = 580,000). P18054; further: potency means the concentration at half of the fitted maximal effect; on the % scale 0 is the no-effect control and ±100 the full control effect
#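 Hydroperoxide product was detected by ferrous iron/xylenol orange as the 573 to 405 nm absorbance ratio. Arachidonic acid at 40 uM (final) was turned over for 30 min at room temperature by 150 nM human 12hLO, pH 7.0 Hepes buffer, after 15 min compound preincubation.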
# APEX1 inh – APE1 (human) endonuclease inhibition | P27695 | recombinant APE1, TAMRA/BHQ-2 abasic DNA cleavage fluorescence | Potency, µM (highest dose often 65.8 µM), for the others: at the highest dose activity change, negative = inhibition, actives largely listed as inhibitors | actives 0.35% (n = 350,000) | AID 2517;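 further: potency means the concentration at half of the fitted maximal effect; plate controls were vehicle for no effect and reference inhibitor for full effect; nearly all actives have a fitted effect of over 55% in size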
#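 Compound pre-exposure to 0.75 nM APE1, 15 min at ambient temperature. Reaction initiated with 50 nM TAMRA/BHQ-2 THF substrate, read immediately in kinetic mode, 525 nm excitation, 598 nm emission.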
# POLK inh – blocks human DNA polymerase kappa activity; AID 588579; purified Pol kappa, fluorescent DNA synthesis assay, 10 min; Potency, µM (series often up to 107 µM), for the others: at the highest dose activity, negative = inhibition, usual class: inhibitors; actives 0.53% (n = 400,000); Q9UBT6; further: potency means the concentration at half of the fitted maximal effect; on the % scale 0 is the no-effect control and ±100 the full control effect
# Target sequence (Q9UBT6 whole entry, looked up): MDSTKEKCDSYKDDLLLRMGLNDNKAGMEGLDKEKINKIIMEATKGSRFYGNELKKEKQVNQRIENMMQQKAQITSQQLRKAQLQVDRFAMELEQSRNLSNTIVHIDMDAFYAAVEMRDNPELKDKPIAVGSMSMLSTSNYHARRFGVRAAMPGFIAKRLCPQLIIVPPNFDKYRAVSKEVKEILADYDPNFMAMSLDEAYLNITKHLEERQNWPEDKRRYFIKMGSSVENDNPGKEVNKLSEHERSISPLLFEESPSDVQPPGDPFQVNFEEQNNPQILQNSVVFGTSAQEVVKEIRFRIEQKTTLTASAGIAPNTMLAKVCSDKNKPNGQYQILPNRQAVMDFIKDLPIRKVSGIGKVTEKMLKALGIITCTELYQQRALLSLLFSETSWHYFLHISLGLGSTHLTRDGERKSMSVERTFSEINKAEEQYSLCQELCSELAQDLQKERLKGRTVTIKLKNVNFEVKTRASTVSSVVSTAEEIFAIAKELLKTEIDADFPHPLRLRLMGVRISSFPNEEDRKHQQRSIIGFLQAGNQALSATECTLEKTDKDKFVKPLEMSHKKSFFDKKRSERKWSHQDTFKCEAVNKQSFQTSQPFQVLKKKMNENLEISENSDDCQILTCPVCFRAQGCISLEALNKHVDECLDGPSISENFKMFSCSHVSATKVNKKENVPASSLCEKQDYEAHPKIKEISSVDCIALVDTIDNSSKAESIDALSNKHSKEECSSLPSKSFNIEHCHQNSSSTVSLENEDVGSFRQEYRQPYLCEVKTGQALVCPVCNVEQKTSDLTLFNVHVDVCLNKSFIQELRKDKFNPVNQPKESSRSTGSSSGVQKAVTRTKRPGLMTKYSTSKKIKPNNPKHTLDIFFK
#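 10 nM Pol kappa preincubated 15 min at room temperature with compounds, then reaction started with substrate at 50 nM final. Fluorescence read kinetically at 0 and 10 min; buffer-only wells served as negative control.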
# * = called active by the depositor; ? = inconclusive; . = not tested or not shown; & = joins results of further samples; [ ] = dose if it differs, or a comment. Unless noted, the call rests on the fitted dose curve; in most records, active means well fitted curve in the direction sought with a large enough effect; inconclusive means small, poorly fitted or top-dose-only effect, or another doubt; inactive means no such curve, though single readings can be large; an effect the other way counts as inactive or inconclusive. The list is partial. The share of hits here may be higher or lower than overall.
Structure	Apoferritin bind	ERG-DNA inh	POLB inh	LDHA block	RGS4 inh	POLH inh	12-LOX inh	APEX1 inh	POLK inh
Cc1[nH]cnc1CSCCN	-5%	-5%	13%	-9	13%	-14%	?	1%	-5%
COC(=O)c1ccc(NC(=O)CCc2c(C)nc3c(c(C)nn3-c3ccc(C)cc3)c2C)cc1	0%	-9%	31%	-12	1%	.	-27%	.	-32%
CC1=CC(c2ccccc2)n2nc(N3C(=O)CCC3=O)nc2N1 (stereo not given)	11%	5%	9%	3	0%	-7%	0%	10%	-8%
O=C(CCCN1C(=O)[C@H]2CC=CC[C@H]2C1=O)NCc1nc(-c2ccc(Cl)cc2)no1	?	-5%	4%	-3	20%	-13%	3%	16%	0%
COc1ccccc1NC(=O)c1oc2ccc(C)cc2c1C	-14%	5%	7%	-3	-29%	-12%	0%	3%	7%
Cc1ccc(S(=O)(=O)N2CCCCC2)cc1C(=O)NCc1ccccn1	1%	1%	29%	-3	6%	-9%	-2%	14%	-11%
O=C(C(=O)N1CCCC1)c1c(-c2ccccc2)[nH]c2ccccc12	-2%	3%	-17%	0	-16%	-18%	36%[activator]	5%	4%
Cc1ccc(NC2=NCC(=O)N2Cc2cccs2)cc1C	-20%	9%	2%	3	-23%[11.4 µM]	-6%	-21%	4%	3%[60.1 µM]
COc1ccc([N+](=O)[O-])cc1NC(=O)N(C)Cc1ccco1	2%	1%	1%	0	12%	-2%	2%	-2%	5%
CCN1C/C(=C/c2cccs2)c2nc3ccccc3c(C(=O)O)c2C1	-5%	-4%	4%	15	-25%	-1%	?	1%	-6%
CCCCCOc1ccc(Br)cc1CSC(=N)N	-8%	8%	-16%	-7	3%	-2%	?	?	-26%
CSc1c(-c2ccccc2)nc2ccccc2c1C(=O)O	0%	1%	37%	-5	19%	-8%	13%	-1%	-4%
Cn1c(=O)[nH]c2cc(-c3noc(-c4ccc(F)cc4)n3)ccc21	-5%	1%	2%	-3	-3%	-7%	-17%	.	-4%[60.1 µM]
O=C(NCc1cccc(Cl)c1)c1ccc(CS(=O)Cc2ccccc2Cl)o1 (stereo not given)	-1%&0%	-2%&3%	1%&0%	-5&-2	-23%&12%	-16%&1%	23%&-26%	1%	-13%&-1%
Cc1ccc(S(=O)(=O)NNC(=O)CCC(=O)Nc2ccccc2Cl)cc1	?	-3%	12%	-1	-7%	3%	-9%	60%[activator]	7%
COc1ccc(CCNC(=O)CN2CCN(c3cccc(C(F)(F)F)c3)CC2)cc1	?	3%	-2%	0	12%	-15%	-20%	2%	-10%
O=C(O)CC(NS(=O)(=O)c1cccc2nsnc12)c1ccc(F)cc1 (stereo not given)	-5%	-7%	6%	-4	7%	-14%	1%	-5%	-7%
CN(C)CCCNC1CS(=O)(=O)CC1O (stereo not given)	1%	0%	38%	-3	14%	2%	4%	7%	-11%
O=C(C[n+]1ccccc1)c1ccc(NC(=O)c2ccccc2)cc1	-6%	2%	-11%	2	-24%	-8%	?	1%	12%
CC(C)Nc1nc(Cl)nc(N(C#N)CN2C(=O)c3ccccc3S2(=O)=O)n1	4%	-19%	19%	1	-30%	-15%	-29%	-5%	8%
COc1ccc(N(CC(=O)N2CCCC(C)C2)S(=O)(=O)c2c(C)nn(C)c2C)cc1 (stereo not given)	-7%	-8%	16%	-1	-11%	-12%	37%[activator]	1%	-16%
CC(=O)Nc1ccc(S(=O)(=O)Nc2nc(C)nc3sc4c(c23)CCC4)cc1	-3%	-1%	24%	-4	21%	-10%	-4%	?	-8%
O=C(Cc1cccc2ccccc12)NC(NC(=S)Nc1ccccc1Cl)C(Cl)(Cl)Cl (stereo not given)	3%	29%	?	-8	-45%	-20%	?	-12%	-8%
Cc1ccc(CN2C(=O)c3ccccc3C2C(=O)NC2CCCCCC2)cc1 (stereo not given)	-2%	-9%	-10%	3	10%	-20%	-34%	.	3%
Cc1cc(=O)n(C)c(=O)n1CCCCCN1CCCC1	-9%	-4%	12%	?	-4%	-6%	?	6%	-1%
CN=c1scc(-c2ccco2)n1/N=C/c1ccc(O)c(O)c1	-13%	1%	2.8µM*	8	?	?	40µM*	?	?
O=C(CCN1CCCO1)N1CCCC(N2CCN(c3cccc(C(F)(F)F)c3)CC2)C1 (stereo not given)	-11%	-1%	?	-1	25%	-2%	21%	0%	-18%
CN(Cc1ccccc1)S(=O)(=O)c1csc(C(N)=O)c1	-5%	6%	5%	2	-2%	-8%	15%	12%	8%
O=C(CSc1ccc2nnc(-c3ccncc3)n2n1)Nc1ccc2c(c1)OCCO2	-2%	11%	33%	-3	7%	-16%	2%	2%	-9%
COCCCNC(=O)CNC(=S)N(Cc1cc(OC)c(OC)c(OC)c1)C1CCCC1	-3%	4%	3%	-8	-2%	1%	-1%	-1%	-2%
Cc1ccc(-n2ncc3c(Nc4cccc(Cl)c4)ncnc32)c(C)c1	-6%	-2%	1%	-1	-12%	2%	-23%	.	-9%[60.1 µM]
CCCN1CCC(NC(=O)Cc2ccc(C)cc2)CC1	1%	1%	-7%	2	-8%	-12%	-2%	-4%	12%
Cc1ccc(Cn2ncc3c(N4CCN(c5ccccc5C)CC4)ncnc32)cc1	48%[activator]	6%	-3%	-1	-13%	-19%	120%[activator]	-4%	-4%
N/C(=N\OC(=O)COc1cc(Cl)c(Cl)cc1Cl)c1ccncc1	-6%	3%	5%	-22	10%	-13%	-11%	-1%	-3%
CC1(c2nnc(-c3ccccc3)o2)CC(c2cccnc2)=NO1 (stereo not given)	2%	-4%	?	-6	16%	1%	0%	-2%	-3%
COc1ccc2[nH]c(=O)c(CN(C(=O)c3cccnc3)c3ccccc3C)cc2c1	3%	3%	24%	-8	16%	11%	-7%	-5%	-9%
Cc1nn(Cc2ccc(F)cc2Cl)c(C)c1[N+](=O)[O-]	?	4%	2%	-2	13%	-10%	1%	-2%	-8%
CC(C)[C@H](NC(=O)N1CC(=O)Nc2ccccc21)C(=O)N1CCC[C@H]1C(=O)O	-3%	-1%	-1%	-1	14%	-22%	20%	23%	1%
O=C(CSc1n[nH]c(-c2cccs2)n1)N1CCOCC1	.	-6%	.	3	-32%	-12%	-10%	19%	9%
COc1ccc(NC(=O)CSc2ccc(-c3sc(C)nc3C)nn2)cc1OC	-17%	-6%	25µM*	0	0%	-7%	0%	0%	-18%
Cc1sc(NC(=O)/C=C/c2ccco2)c(C(=O)OC(C)C)c1C	?	2%	?	-7	-27%	-22%	?	-3%	-9%
CCOc1cc(N2CCOCC2)c(OCC)cc1NC(=O)COC(=O)CCOc1ccc(C(C)(C)C)cc1	.	10%	.	8	-2%	-25%	5%	-4%	1%
COc1ccc(NC(=O)CN(C)CC(=O)Nc2ccccc2SC)cc1	-14%	-1%	-18%	-35*	2%	-9%	-17%	-3%	-4%
O=C(O)c1cc2cc(Cl)cc(Cl)c2oc1=O	-1%	-1%	79µM*	3	0%[11.4 µM]	?	-9%	-6%	?
NC(=O)CNC(=O)c1ccc(Cl)cc1	2%	2%	1%	-7	3%	0%	42%[activator]	-4%	-10%
O=C(c1ccc2ccccc2c1)N1CCN(c2ccc(C(F)(F)F)cn2)CC1	-6%	1%	5%	-2	-9%	-24%	15%	5%	-1%
COc1ccc(OCC(=O)Nc2ccc(N3CCCCC3)cc2)cc1	-24%	-29%	-2%	-2	-10%[11.4 µM]	-7%	-10%	1%	11%
COc1ccc(C)cc1Nc1n[n+](C)c(-c2c3ccccc3cc3ccccc23)s1	-9%	16%	6%	2	-10%	3%	-18%	55%[activator]	4%
Cc1ccc2oc(C(=O)N(C)CCC(O)c3ccccc3)c(C)c2c1 (stereo not given)	-10%	2%	24%	-5	-5%	-7%	8%	2%	-5%
Cc1ccc(C(=O)N2CCCC2)cc1S(=O)(=O)N1CCOCC1	-7%	-4%	9%	-7	9%	-18%	179%[activator]	29%	0%

# New compounds follow:
Structure	Apoferritin bind	ERG-DNA inh	POLB inh	LDHA block	RGS4 inh	POLH inh	12-LOX inh	APEX1 inh	POLK inh
O=S(=O)(/N=C(/Nc1nccs1)c1ccc(F)cc1)c1ccccc1	.	-4%	.	-9	21%	3%	-7%	-9%	-5%
COc1ccc(C(=O)N2CC3(CC(c4cccc(NC(=O)COc5ccc(Cl)cc5)c4)=NO3)C[C@@H]2C(N)=O)cc1 (stereo not given in full)	2%	12%	1%	1	-17%	-11%	-12%	-5%	3%
COc1cccc2cc(C(=O)Nc3cccnc3N3CCOCC3)c(=O)oc12	1%	2%	0%	-2	25%	10%	-19%	5%	-17%
CC(=O)Nc1ccc(NC(=O)CSc2ccc(-c3sc(C)nc3C)nn2)cc1	-16%	5%	-23%	-4	-21%	-6%	0%	25%	-12%
CSc1ncc(C(=O)N2CCN(c3cccc(C(F)(F)F)c3)CC2)c(C)n1	1%	4%	10%	6	10%	-5%	-21%	.	0%
Cc1ccc(NC(=O)C2CCCO2)cc1[N+](=O)[O-] (stereo not given)	-17%	-7%	30%	0	-3%	-16%	3%	-6%	-2%

# Screening results: PubChem BioAssay, National Center for Advancing Translational Sciences (NCATS)
